Compound activity: PubChem, several laboratories
PLC-beta3 inh – blocks human PLC-beta3 enzyme activity; Q01970; 370,000 tested, 0.18% active; inhibition, % at 12.2 µM; Purified PLC-beta3, fluorogenic substrate, fluorescence; in the data active means inhibition above about 11%;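 further: 0% = median of compound wells on plate and 100% = full blocker control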
DAX1 inh-1 – blocks DAX1 repression of SF-1 activated StAR promoter; HEK293T StAR-luciferase reporter, SF-1/DAX-1 repression relief; AID 652010; inhibition, % at 6.8 µM; 370,000 tested, 1.1% active;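 active means inhibition above the mean over all tested compounds plus 3 SD, cut at about 3.6% in these data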;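 further: 0% = DAX-1 cells with DMSO and 100% = cells lacking DAX-1 with DMSO; higher inhibition means more luminescence from relief of DAX-1 repression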
NR1D1 modulator – Rev-erb alpha (human) modulation. P20393. Rev-erbα–FITC-DNA binding, fluorescence polarization, 90 min. activity, % at 10 µM. 370,000 tested, 0.79% active;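 active means activity above about 14%, limit read from the data; passing the limit was not always enough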;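 further: 0% = DMSO wells with 35 nM protein and 100% = DMSO wells with 750 nM protein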
SMARCA2 activ – activators of SMARCA2 function; activation, % at 9.1 µM; MG213 cells, MMTV-luciferase reporter, dexamethasone, overnight; 370,000 tested, 1% active; in the data active means activation above about 7.8%;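 further: 0% = vehicle wells and 100% = reference activator wells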
PLCg1 inh – inhibitors of human phospholipase C gamma1; P19174; purified PLC-gamma1, fluorogenic substrate, fluorescence; inhibition, % at 12.2 µM; 370,000 tested, 0.84% active; in the data active means inhibition above about 9.5%
Target sequence (P19174 whole entry, looked up): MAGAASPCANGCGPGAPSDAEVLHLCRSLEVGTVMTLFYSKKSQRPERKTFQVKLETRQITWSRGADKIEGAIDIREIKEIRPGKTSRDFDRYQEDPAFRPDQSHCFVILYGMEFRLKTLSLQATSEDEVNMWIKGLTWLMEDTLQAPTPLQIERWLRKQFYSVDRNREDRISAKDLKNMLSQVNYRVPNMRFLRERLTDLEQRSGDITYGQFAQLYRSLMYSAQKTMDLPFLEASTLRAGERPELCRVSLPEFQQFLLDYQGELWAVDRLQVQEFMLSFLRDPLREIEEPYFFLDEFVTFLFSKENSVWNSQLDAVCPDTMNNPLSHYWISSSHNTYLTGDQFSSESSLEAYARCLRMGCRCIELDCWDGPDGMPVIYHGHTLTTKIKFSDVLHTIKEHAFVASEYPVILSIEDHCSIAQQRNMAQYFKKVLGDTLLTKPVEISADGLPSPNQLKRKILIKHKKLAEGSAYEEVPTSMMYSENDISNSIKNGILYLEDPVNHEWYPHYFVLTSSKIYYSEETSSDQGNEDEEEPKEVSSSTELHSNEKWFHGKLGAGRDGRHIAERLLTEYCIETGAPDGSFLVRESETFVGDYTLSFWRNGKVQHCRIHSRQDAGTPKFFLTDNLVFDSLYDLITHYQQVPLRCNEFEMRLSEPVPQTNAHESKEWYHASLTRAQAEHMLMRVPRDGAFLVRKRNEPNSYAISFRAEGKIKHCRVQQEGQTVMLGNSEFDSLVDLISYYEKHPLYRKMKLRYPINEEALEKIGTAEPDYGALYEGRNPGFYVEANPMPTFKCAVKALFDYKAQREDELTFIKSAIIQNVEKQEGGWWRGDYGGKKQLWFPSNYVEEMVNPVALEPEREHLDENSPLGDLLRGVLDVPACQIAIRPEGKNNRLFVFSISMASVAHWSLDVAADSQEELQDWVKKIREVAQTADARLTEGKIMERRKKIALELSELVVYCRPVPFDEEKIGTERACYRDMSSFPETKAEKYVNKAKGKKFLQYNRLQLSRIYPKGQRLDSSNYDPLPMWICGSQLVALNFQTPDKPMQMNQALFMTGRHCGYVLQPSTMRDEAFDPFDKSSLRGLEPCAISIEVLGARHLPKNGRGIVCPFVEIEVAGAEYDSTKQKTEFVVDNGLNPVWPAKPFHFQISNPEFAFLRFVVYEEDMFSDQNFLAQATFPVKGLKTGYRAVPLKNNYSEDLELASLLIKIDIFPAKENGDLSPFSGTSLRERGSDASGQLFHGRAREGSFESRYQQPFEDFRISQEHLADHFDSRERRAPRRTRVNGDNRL
DAX1 inh-2 – inhibits human nuclear receptor DAX1. P51843. HEK293 Gal4-DAX1 luciferase reporter, luminescence. inhibition, % at 6.75 µM. 340,000 tested, 0.99% active. AID 504766;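 active means inhibition above the mean over all tested compounds plus 3 SD, cut at about 4.2% in these data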;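 further: 0% = DAX1-transfected cells with DMSO and 100% = empty-vector control cells with DMSO; inhibition shows as a rise in luminescence from relieved DAX1 repression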
hcDAF12 agonist – H. contortus DAF-12 activation, primary screen; HEK293 hcDAF-12 lit1-tk-luc reporter, luminescence; 0% DMSO, 100% Δ7-dafachronic acid; activation, % at 6.8 µM; 370,000 tested, 1.4% active;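 active means activation above the mean of all tested compounds plus 3 SD, cut at about 5.5% in these data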;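 further: 100% = response to 3 µM Δ7-dafachronic acid high control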
ssDAF12 agonist – activates DAF-12 receptor from parasite S. stercoralis. 370,000 tested, 1% active. activation, % at 6.8 µM. HEK293 ssDAF-12/GRIP1 lit1-tk-luc reporter, luminescence; % of 3 µM dafachronic acid response. AID 652126;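 active means activation above the mean over all tested compounds plus 3 SD, cut at about 0.9% in these data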;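 further: 0% = DMSO-only wells and 100% = 3 µM delta7-dafachronic acid wells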
ADAM17 inh – inhibitors of human ADAM17 | recombinant ADAM17, EDANS/DABCYL FRET peptide cleavage | inhibition, % at 6.95 µM | AID 720648 | P78536 | 370,000 tested, 0.83% active;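 active means inhibition above the mean of compounds lying between control limits plus 3 SD, set per campaign, cut at about 8.5% in these data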;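 further: 0% = DMSO-only wells as the low control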
hgDAF-12 ag – agonists of H. glycines DAF-12 nuclear receptor; HEK293 GAL4-hgDAF12 UAS-luciferase reporter, agonist luminescence; normalized to butyrate control; activation, % at 6.8 µM; 370,000 tested, 1.8% active;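 active means activation above a cutoff set at the mean of all screened compounds plus 3 SD, cut at about 10% in these data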;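 further: 0% = DMSO wells and 100% = sodium butyrate wells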
MBD2 inh – MBD2-methylated oligo binding inhibition; Q9UBB5; TR-FRET, MBD2 binding to methylated oligonucleotide; inhibition, % at 4.4 µM; 370,000 tested, 0.31% active; AID 686964; in the data active means inhibition above about 13%
The depositor's hits bear a star; i = inactive; · = not tested or not shown.

SMILES	PLC-beta3 inh	DAX1 inh-1	NR1D1 modulator	SMARCA2 activ	PLCg1 inh	DAX1 inh-2	hcDAF12 agonist	ssDAF12 agonist	ADAM17 inh	hgDAF-12 ag	MBD2 inh
COCC(C)OC(=O)c1c(N)n(CC(C)C)c2nc3ccccc3nc12 (stereo not drawn)	i	-1.2	-1.5	1.2	i	-0.9	-0.6	-1.5	i	-2.8	-6.0
O=C(CN1CCCc2ccccc21)Nc1cccc(S(=O)(=O)N2CCOCC2)c1	-68.3	2.7	1.3	-0.7	-76.6	-0.4	3.0	0.1	-2.1	0.1	-5.9
CCCCNC(=O)Nc1ccccc1CC	-7.9	-0.3	7.2	-1.9	-1.3	-1.4	0.2	-1.1	-3.4	-0.8	0.2
CCN(Cc1ccccc1)C(=O)c1ccc(C(=O)N(CC)Cc2ccccc2)cc1	2.0	-0.1	-2.7	-2.4	2.1	-2.1	-2.6	-1.7	-1.8	-2.8	-4.9
COc1cc2c(cc1N)-c1ccc(N)cc1C2=O	0.5	2.4	-23.1	1.6	0.4	1.2	0.6	-0.8	-6.1	7.8	-16.1
O=C1OC(c2cccs2)=N/C1=C\c1ccc(-c2ccccc2Cl)o1	-56.3	0.5	0.0	-2.5	-21.7	-0.3	-1.2	-0.5	-1.6	-3.9	-3.9
CCOC(=O)N1CCN(C(=O)C2CCN(C(=O)c3ccc([N+](=O)[O-])cc3)CC2)CC1	-9.1	-1.0	-3.6	0.0	0.6	0.1	-1.2	0.0	-2.4	-0.1	-1.2
O=C(NCCC1CCCCN1S(=O)(=O)c1ccc(F)cc1)C(=O)Nc1ccccc1 (stereo not drawn)	-2.5	-0.1	-6.0	-0.7	5.6	-0.4	-1.0	-0.8	-5.1	2.6	-9.3
CCN(c1ccccc1)S(=O)(=O)c1cccc(C(=O)NCC(c2cccs2)N2CCOCC2)c1 (stereo not drawn)	-2.6	-1.2	-4.2	0.2	4.5	-2.1	-3.2	-1.7	-0.6	-4.0	1.4
COc1ccc(/C=C/C(=O)Oc2ccc(/C=N/NC(=O)c3ccccc3)cc2)cc1OC	-3.4	0.1	-5.7	-2.2	-4.4	4.2*	0.3	-0.3	-0.4	5.7	-7.3
O=C(Nc1cccnc1)c1ccc2ccccc2c1O	-79.7	1.1	-3.6	6.5	-59.0	4.3*	2.4	0.6	-12.8	9.0	-5.2
Cn1c(N)c(C(=O)COC(=O)CCCN2C(=O)c3ccccc3C2=O)c(=O)n(C)c1=O	-1.6	0.8	1.8	-2.2	-0.8	-0.3	0.6	-0.9	-1.9	-2.1	-2.3
COc1ccc(CN(C)C(=O)c2ccc(NS(=O)(=O)c3ccc4[nH]c(=O)[nH]c4c3)cc2)c(OC)c1	-2.1	1.1	1.7	-1.9	15.5*	0.1	-1.4	-1.2	0.4	-0.8	2.2
CCN(CC)CCCC(C)NC1=NCCCCC1 (stereo not drawn)	2.0	0.2	-1.6	-5.0	1.7	0.2	1.2	-1.2	-1.7	-1.4	-2.4
CCCCNC(=O)C[C@@H]1C[C@@]2(C(=O)OCC)CCC=C2N(Cc2cccc3ccccc23)C1=O	0.1	-0.6	2.1	-3.4	5.0	·	-1.5	-0.7	1.1	0.4	-3.5
Cc1cc(NC(=O)c2ccc3c(c2)OCCO3)ccc1NC(=O)c1ccco1	10.4	1.4	7.5	-1.6	-2.9	·	-0.1	-1.0	-4.4	3.0	7.6
CCOC(=O)C1CCCN(c2c(NCCN3CCCCC3CC)c(=O)c2=O)C1 (stereo not drawn)	-0.7	0.5	-0.6	-4.7	-1.1	-0.2	-2.8	-0.7	-1.0	0.0	1.2
O=C(Nc1ccccc1)c1ccc(NC(=O)c2cccs2)cc1	-8.8	0.1	-3.0	0.2	-1.2	2.0	-2.3	-0.7	0.2	1.2	0.3
Cc1ccc(C(=O)OCc2cn3ccccc3n2)cc1	0.7	-0.2	1.0	1.0	-1.9	0.1	-1.3	-1.4	-2.5	1.1	-3.8
O=C(NCC1CCOCC1)C1CCC(=O)N(Cc2cccc(C(F)(F)F)c2)C1 (stereo not drawn)	-4.5	-0.3	0.5	0.1	-7.4	0.9	0.8	-1.2	-5.1	0.1	-1.4
CC1(C)NC(=O)N(CC(=O)OCC(=O)Nc2cc(S(=O)(=O)N3CCCCC3)ccc2Cl)C1=O	1.3	0.2	-3.2	1.6	-1.5	-0.6	-1.5	-1.2	0.0	2.7	6.4
Nc1cc(=O)[nH]c(SCC(=O)N2N=C(c3ccc4ccccc4c3)CC2c2ccccc2)n1 (stereo not drawn)	-13.9	-0.6	-3.3	-4.9	-0.8	-0.6	-0.5	-1.4	-3.8	7.7	-0.1
COc1ccc(-c2csc(NC3=NCCCCC3)n2)cc1	0.2	0.3	-0.1	-0.3	0.6	-0.4	-2.3	-0.8	-1.0	-0.5	-1.4
COc1ccc(C(=O)n2ncc(C#N)c2N)cc1	-8.1	-0.2	-6.5	-0.5	-0.1	-0.4	-0.9	-0.6	-2.5	-1.9	2.0
CC(=O)Nc1ccc(S(=O)(=O)Nc2nnc(C3CCCCC3)s2)cc1	-1.8	-0.1	2.8	-0.6	3.9	0.4	-0.2	-1.3	-5.8	-1.4	4.1

Some of these compounds in order of SMILES length, smallest number first:
SMILES	PLC-beta3 inh	DAX1 inh-1	NR1D1 modulator	SMARCA2 activ	PLCg1 inh	DAX1 inh-2	hcDAF12 agonist	ssDAF12 agonist	ADAM17 inh	hgDAF-12 ag	MBD2 inh
CCCCNC(=O)Nc1ccccc1CC	-7.9	-0.3	7.2	-1.9	-1.3	-1.4	0.2	-1.1	-3.4	-0.8	0.2
COc1ccc(-c2csc(NC3=NCCCCC3)n2)cc1	0.2	0.3	-0.1	-0.3	0.6	-0.4	-2.3	-0.8	-1.0	-0.5	-1.4
COc1ccc(/C=C/C(=O)Oc2ccc(/C=N/NC(=O)c3ccccc3)cc2)cc1OC	-3.4	0.1	-5.7	-2.2	-4.4	4.2*	0.3	-0.3	-0.4	5.7	-7.3
Nc1cc(=O)[nH]c(SCC(=O)N2N=C(c3ccc4ccccc4c3)CC2c2ccccc2)n1 (stereo not drawn)	-13.9	-0.6	-3.3	-4.9	-0.8	-0.6	-0.5	-1.4	-3.8	7.7	-0.1

The list goes on.
SMILES	PLC-beta3 inh	DAX1 inh-1	NR1D1 modulator	SMARCA2 activ	PLCg1 inh	DAX1 inh-2	hcDAF12 agonist	ssDAF12 agonist	ADAM17 inh	hgDAF-12 ag	MBD2 inh
Cc1nc(-c2ccc(Cl)cc2)sc1C1(C)CC(c2ccc(OC(F)(F)F)cc2)=NO1 (stereo not drawn)	-4.7	0.1	-2.4	0.7	-0.3	0.9	0.3	-0.7	-4.7	0.2	0.2
CC(C)CC(=O)Nc1ccccc1N1CCCC1	0.7	0.1	2.2	-0.9	3.9	1.2	0.5	-0.5	0.5	-1.5	-4.5
CN(CC(=O)Nc1ccc(Cl)cc1)C(=O)CCNC(=O)c1ccc(Cl)cc1	-3.0	2.1	-3.7	-1.1	1.9	0.5	-1.0	-0.6	3.0	0.8	-1.4
O=C(NCc1ccco1)c1cc(S(=O)(=O)N2CCCc3ccccc32)ccc1Cl	-0.9	-0.6	-6.1	-3.2	0.1	-0.3	-1.0	-1.7	-2.8	-2.4	-0.4
COc1ccc(C)cc1N(C(=O)c1ccco1)C(C(=O)NC1CCCC1)c1ccc(N2CCOCC2)cc1 (stereo not drawn)	-2.5	-0.6	0.4	-1.0	0.8	-0.7	-1.7	-0.6	-3.9	-0.3	3.6
CCOc1ccc(NC(=O)C(C)Sc2nnc(C)n2C)cc1 (stereo not drawn)	-0.2	0.1	-4.2	-1.7	0.4	1.7	-0.4	-1.1	-0.3	-1.9	1.5
Cc1cc(=O)[nH]c(SCC(=O)Nc2nonc2C)n1	-5.4	-0.3	-2.8	3.9	0.5	-1.0	0.6	-1.3	-1.1	-0.2	-0.8
Cc1cccnc1C1=NOC(Cc2ccccc2)C(=O)N1Cc1ccc(F)cc1 (stereo not drawn)	1.8	-0.6	-1.8	-1.7	3.0	·	-0.6	-1.6	3.4	-1.0	-1.9
CCSCCNC(=O)c1cc(-n2cnnc2)ccc1Cl	1.5	0.5	0.1	-3.3	0.3	2.1	-1.8	-2.1	-2.0	-0.4	-2.3
Cc1cc(C(=O)COC(=O)c2ccc(O)cc2O)c(C)n1-c1ccc(OC(F)F)cc1	-11.7	-4.8	3.2	-7.2	-6.1	-3.6	-2.6	-1.5	-1.6	-5.8	1.5
CCOCCCN1C(=O)CN(C2CCCCC2)C(=O)C1c1ccc(OC)c(OC)c1 (stereo not drawn)	0.5	-0.5	-6.3	-0.8	-0.2	-0.2	-1.8	-1.3	-0.8	-1.2	-4.5
COc1cc(OC)cc(C(=O)NCC(=O)Nc2ccc(-c3ccccc3)cc2)c1	-10.6	-0.6	8.0	4.8	1.0	0.5	0.1	-0.8	5.0	8.7	4.6
CC(C)(C)OC(=O)NC(CNCc1ccccc1)Cc1ccccc1 (stereo not drawn)	-1.2	-0.2	-2.2	-0.7	-0.2	0.3	-0.9	-1.2	-3.9	-0.1	8.7
COc1ccc(CNC(=O)COC(=O)c2cc3ccccc3o2)cc1	-8.7	0.2	-0.1	-0.4	-4.2	-0.3	0.6	-0.8	-0.1	4.2	1.6
O=C(COc1ccc2ccc(=O)oc2c1)NCCCn1ccnc1	-14.4	-1.6	2.0	-1.8	-6.4	0.3	0.4	-0.9	-20.5	-0.5	1.8
CC(C)c1ccc(NC(=O)C2Cc3c(-c4ccc5c(c4)OCO5)ccnc3O2)cc1 (stereo not drawn)	-9.3	0.2	3.0	-1.2	-5.8	·	-3.1	-1.1	-0.1	-0.4	2.2
O=C(CSc1nc(C(F)(F)F)cc(=O)[nH]1)NCC1CCCO1 (stereo not drawn)	-5.6	1.4	1.9	-2.1	-2.9	-0.3	-0.3	-1.3	-3.6	-1.0	5.4
CN(C)S(=O)(=O)N(CC(=O)N(Cc1ccccc1)Cc1ccccc1)c1ccccc1	-2.5	-0.8	0.8	-1.1	-0.9	-0.5	-1.5	-0.8	-2.5	0.5	0.6
C(=C\CSc1nnnn1-c1ccccc1)/CSc1nnnn1-c1ccccc1	1.4	-1.0	6.6	-6.2	-2.4	-0.3	0.0	-1.3	-3.7	-2.8	-1.2
CCOC(=O)N1CCN(S(=O)(=O)N2CCCC(C(=O)NCCCN3CCC(C)CC3)C2)CC1 (stereo not drawn)	-2.6	-0.1	4.3	2.7	0.2	-0.3	0.0	-1.3	-2.0	-1.4	-0.1
CCN(CC)C(=O)C1=C(C)N(Cc2ccc(OC)cc2)C(=O)C(CC(=O)NC2CCCC2)C1 (stereo not drawn)	3.2	0.7	0.2	-2.7	-2.1	1.7	1.6	-1.1	-2.0	0.0	8.0
O=C(C1CCN(c2nc3nonc3nc2N2CCCCC2)CC1)N1CCOCC1	-3.0	0.1	0.2	-1.0	2.0	-0.7	1.0	-1.7	-3.5	-1.7	1.8
COc1ccc(/C=N/NC(=O)CCC(=O)Nc2ccccc2)cc1OC	-0.5	-0.1	2.8	-0.9	-2.1	0.8	-0.3	-1.5	-6.5	2.3	2.6
CCOC(=O)[C@@H]1[C@H]2COc3cc(OC)ccc3[C@H]2N2C(=O)N(c3cccc(C)c3)C(=O)[C@]12C	-3.1	-0.4	-2.9	-0.3	-0.9	0.9	-1.3	-1.4	-7.8	1.4	3.6
OC(COc1ccc(CNCCc2ccc(C(F)(F)F)cc2)cc1)CN1CCCCC1 (stereo not drawn)	4.1	1.1	-3.4	-3.0	3.7	-2.0	-1.5	-1.9	0.2	-1.0	-3.1
